Bioassay records from PubChem BioAssay.
hgDAF12 agonist = H. glycines DAF-12 receptor agonists, primary screen, cell-based, luminescence, HEK293, GAL4 fusion, UAS-luciferase. Nuclear hormone receptor DAF-12 (Heterodera glycines), GAL4 fusion. HEK293 GAL4-hgDAF12 UAS-luciferase reporter, agonist luminescence; normalized to butyrate control. activation, % at 6.8 µM. 1.8% of 370,000 active. AID 687014, 2013;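 active means activation above a cutoff set at the mean of all screened compounds plus 3 SD, cut at about 10% in these data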;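 further: 0% = DMSO wells and 100% = sodium butyrate wells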
hcDAF-12 act = H. contortus DAF-12 nuclear receptor activators, primary screen, cell-based, luminescence, HEK293, lit1-tk-luc reporter. AID 652067, 2013. 1.4% of 370,000 active. activation, % at 6.8 µM. HEK293 hcDAF-12 lit1-tk-luc reporter; 0% DMSO, 100% Δ7-dafachronic acid;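 active means activation above the mean of all tested compounds plus 3 SD, cut at about 5.5% in these data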;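 further: 100% = response to 3 µM Δ7-dafachronic acid high control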
DAX1 inh-1 = DAX1 (NR0B1) inhibitors, primary screen, cell-based, HEK293, Gal4-DAX1, luciferase luminescence; inhibition, % at 6.75 µM; AID 504766, 2011; HEK293 Gal4-DAX1 luciferase reporter; 0.99% of 340,000 active; Nuclear receptor subfamily 0 group B member 1 (Homo sapiens), P51843;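 active means inhibition above the mean over all tested compounds plus 3 SD, cut at about 4.2% in these data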;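 further: 0% = DAX1-transfected cells with DMSO and 100% = empty-vector control cells with DMSO; inhibition shows as a rise in luminescence from relieved DAX1 repression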
ssDAF12 agonist = S. stercoralis DAF-12 nuclear receptor activators, primary screen, cell-based, luminescence, HEK293, GRIP1 co-expression, lit1-tk-luc | 1% of 370,000 active | activation, % at 6.8 µM | AID 652126, 2013 | Nuclear hormone receptor DAF-12 (Strongyloides stercoralis) | HEK293 ssDAF-12/GRIP1 lit1-tk-luc reporter; % of 3 µM dafachronic acid response;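 active means activation above the mean over all tested compounds plus 3 SD, cut at about 0.9% in these data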;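 further: 0% = DMSO-only wells and 100% = 3 µM delta7-dafachronic acid wells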
sPLA2-III inh = human group III sPLA2 inhibitors, primary screen, biochemical, QFRET, BODIPY PC-A2 liposome substrate; Group 3 secretory phospholipase A2 (Homo sapiens), Q9NZ20; QFRET BODIPY PC-A2 liposome hydrolysis, fluorescence; inhibition, % at 12.2 µM; 0.56% of 370,000 active; AID 743126, 2013;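 active means inhibition above mean plus 3 SD of compounds lying within the high and low control bounds, cut at about 19% in these data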;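 further: 0% = median of test compound wells and 100% = no enzyme DMSO wells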
GAA850 FXN act = FXN promoter activators, primary screen, cell-based, luciferase luminescence, HEK293 lucGAA850; HEK293 lucGAA850 FXN promoter luciferase reporter, 24 h; percent of 10 µM SAHA response; activation, % at 6 µM; 0.56% of 360,000 active; AID 540364, 2011;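 active means activation above the average of all compounds screened plus 3 SD, cutoff fixed separately per campaign, cut at about 7.5% in these data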;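 further: 0% = DMSO wells and 100% = 10 µM SAHA wells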
ADAM10 inh = human ADAM10 inhibitors, primary screen, biochemical, QFRET, HTS. recombinant ADAM10, EDANS/DABCYL FRET peptide cleavage, 3 h. 0.62% of 370,000 active. AID 720582, 2013. Disintegrin and metalloproteinase domain-containing protein 10 (Homo sapiens), O14672. inhibition, % at 7 µM;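 active means inhibition above a per-campaign cutoff equal to the mean of compounds falling between control-based bounds plus 3 SD, cut at about 20% in these data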;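 further: 0% = DMSO wells while the 100% control is not disclosed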
NPR2 activator = human GC-B receptor activators, primary screen, HEK293 GC-B cells, cGMP TR-FRET, EC30 CNP; Atrial natriuretic peptide receptor 2 (Homo sapiens), P20594; 0.11% of 370,000 active; AID 1920062, 2024; activation, % at 10 µM; 0% at EC30 CNP, 100% saturating CNP;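 active means activation at 10 µM reaching about 35% in either raw or pattern-adjusted values, limit read from the data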
Target sequence (P20594 whole entry, looked up): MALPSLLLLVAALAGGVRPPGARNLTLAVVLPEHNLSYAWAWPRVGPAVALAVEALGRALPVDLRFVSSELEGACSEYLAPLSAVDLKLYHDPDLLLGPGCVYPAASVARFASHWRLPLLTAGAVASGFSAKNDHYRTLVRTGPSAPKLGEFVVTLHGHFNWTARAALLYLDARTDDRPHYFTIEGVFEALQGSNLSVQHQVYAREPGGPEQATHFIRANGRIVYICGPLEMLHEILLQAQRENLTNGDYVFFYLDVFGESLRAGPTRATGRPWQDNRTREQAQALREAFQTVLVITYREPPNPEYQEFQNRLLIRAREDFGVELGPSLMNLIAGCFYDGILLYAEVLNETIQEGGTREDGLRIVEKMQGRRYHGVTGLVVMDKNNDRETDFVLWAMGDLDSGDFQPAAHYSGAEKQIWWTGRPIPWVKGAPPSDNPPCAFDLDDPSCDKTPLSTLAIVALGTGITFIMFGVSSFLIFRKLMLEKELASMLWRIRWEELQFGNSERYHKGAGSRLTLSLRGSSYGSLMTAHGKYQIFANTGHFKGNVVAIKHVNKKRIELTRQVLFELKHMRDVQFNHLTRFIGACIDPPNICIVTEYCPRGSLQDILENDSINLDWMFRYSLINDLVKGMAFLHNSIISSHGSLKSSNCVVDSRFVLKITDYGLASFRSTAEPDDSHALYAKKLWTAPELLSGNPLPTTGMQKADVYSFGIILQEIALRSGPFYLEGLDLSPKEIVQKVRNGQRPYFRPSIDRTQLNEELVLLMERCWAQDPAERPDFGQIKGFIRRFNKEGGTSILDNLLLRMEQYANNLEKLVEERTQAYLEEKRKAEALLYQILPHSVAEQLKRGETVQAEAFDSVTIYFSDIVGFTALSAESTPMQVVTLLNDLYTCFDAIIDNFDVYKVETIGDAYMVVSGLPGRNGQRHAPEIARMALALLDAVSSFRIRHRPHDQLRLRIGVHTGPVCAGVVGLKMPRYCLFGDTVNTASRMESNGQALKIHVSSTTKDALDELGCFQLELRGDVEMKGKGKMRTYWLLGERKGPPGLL
DAX1 inh-2 = DAX1 (NR0B1) inhibitors on StAR promoter, primary screen, cell-based, luminescence, SF-1 (NR5A1), full-length DAX-1 | 1.1% of 370,000 active | AID 652010, 2013 | HEK293T StAR-luciferase reporter, SF-1/DAX-1 repression relief | inhibition, % at 6.8 µM;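 active means inhibition above the mean over all tested compounds plus 3 SD, cut at about 3.6% in these data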;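 further: 0% = DAX-1 cells with DMSO and 100% = cells lacking DAX-1 with DMSO; higher inhibition means more luminescence from relief of DAX-1 repression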
NPR1 activator = GC-A stimulated cGMP production enhancers – HEK293 GC-A cells, cGMP TR-FRET, EC30 ANP, primary screen; Atrial natriuretic peptide receptor 1 (Homo sapiens), P16066; 0% at EC30 ANP, 100% saturating ANP; activation, % at 10 µM; 0.14% of 370,000 active; in the data active means activation above about 40%
SMARCA2 act = SMARCA2 (BRM) function activators, primary screen, cell-based, luminescence, high throughput | MG213 cells, MMTV-luciferase reporter, dexamethasone, overnight | activation, % at 9.1 µM | 1% of 370,000 active | AID 652017, 2013; in the data active means activation above about 7.8%;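 further: 0% = vehicle wells and 100% = reference activator wells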
Active calls of the source: *; · = no result given; & = joins results of further samples. Outcome played no part in choosing rows. About 6.6% of those tested had a hit in this group.

Value order: hgDAF12 agonist	hcDAF-12 act	DAX1 inh-1	ssDAF12 agonist	sPLA2-III inh	GAA850 FXN act	ADAM10 inh	NPR2 activator	DAX1 inh-2	NPR1 activator	SMARCA2 act
> COc1ccc(/C(N)=N/O)c(OC)c1
→ 0.7	-1.7	-0.6	-1.4	1	0.2	-7	1	0.0	1	1
> CCSc1nnc(NC(=O)C2C3C=CC(C3)C2C(=O)O)s1 (centres undefined)
→ 4.3	-0.6	0.6	-0.9	3	-0.1	8	3	-0.1	5	-2
> Cc1cc2cc(CNC(=O)c3ccc(S(=O)(=O)N4CCCCC4)cc3)ccc2n1C
→ -2.6	-0.5	-0.1	-0.7	2	0.0	17	1	0.4	2	-4
> C=CCn1c(SCC(=O)N2CCCC2=O)nc2sc(CC)cc2c1=O
→ 1.1	-1.9	-0.3	-1.8	-10	0.7	-2	-8	-1.4	-9	1
> COC(=O)C1CN(Cc2ccc(C)cc2)CCS(=O)(=O)N1Cc1cn(Cc2ccc(Cl)cc2)nn1 (centres undefined)
→ 0.9	-1.0	·	-1.4	-14	·	8	-15	-1.1	-7	-4
> Nc1ccccc1Nc1cc(-c2cccc(Cl)c2)nn1-c1ccccc1
→ -1.8	-2.4	0.0	-1.2	17	2.0	-6	-1	0.7	-9	-3
> N#C/C(=C\c1cc([N+](=O)[O-])c(N2CCOCC2)cc1N1CCOCC1)c1nc2ccccc2[nH]1
→ -2.5	-0.1	0.3	-0.7	2	-0.6	5	5	-0.8	4	0
> Cc1cccc(NC(=O)CCSc2ccccc2)c1C
→ 1.2	-0.5	1.0	-0.7	2	2.6	-3	3	0.1	0	1
> COC(=O)C(C)Sc1nc2c(cnn2-c2ccc(Cl)cc2)c(=O)[nH]1 (centres undefined)
→ -2.0	-0.6	0.2	-0.7	3	-2.6	1	-5	0.5	8	-3
> Cc1ccc(S(=O)(=O)N(C)C)cc1NC(=S)NNC(=O)C1CC1
→ -2.9	2.4	-0.1	-0.5	30*	0.6	20*	-1	0.4	4	1
> Cc1cccc(N(C(=O)CCC(=O)Nc2cc(C)on2)C(C(=O)NC2CCCC2)c2cccnc2)c1 (centres undefined)
→ 1.1	-1.7	-0.5	-1.2	1	-1.6	2	-5	0.4	2	0
> CCN(C[C@H]1N[C@@](Cc2ccccc2)(C(=O)OC)[C@H]2C(=O)N(C)C(=O)[C@@H]12)C(=O)Nc1ccccc1
→ -0.6	-1.7	1.6	-1.1	-1	-2.3	-3	-6	-0.2	4	-4
> O=C1[C@H]2[C@@H](C(=O)N1c1cccc3ccccc13)C1(C(=O)c3ccccc3C1=O)N1CCC[C@@H]21
→ 3.8	-1.1	-1.3	-0.9	0	9.4*	-20	0	-0.4	1	1
> O=C(O)c1ccc(N2CCCS2(=O)=O)cc1
→ -3.3	1.0	0.5	-0.6	3	1.4	0	3	0.2	0	-3
> Cc1cc(OC(=O)c2cc(F)c(F)cc2Cl)nc(C)n1
→ 1.2	1.1	0.7	-1.8	-1	3.1	0	2	-0.2	-3	3
> O=CN1CCCN(C(=O)CC2C(=O)NCCN2Cc2cccc(Oc3ccccc3)c2)CC1 (centres undefined)
→ 2.5	3.0	-0.1	-0.5	-10	2.0	-5	1	0.0	2	-2
> CC(=O)Nc1ccc(S(=O)(=O)c2ccc(N)cc2)cc1N
→ 1.9	1.3	0.1	-0.1	13	-0.1	-11	-3	0.0	2	-2
> O=C(Cn1cnc2ccccc21)NCc1ccccc1
→ -1.7	-1.8	-0.1	-1.6	1	-2.0	7	7	-0.1	1	-4
> O=C(COC(=O)/C=C/c1cccs1)NC(=O)Cc1ccccc1
→ -0.6	-1.0	0.8	0.3	-3	2.4	-4	0	-0.3	4	-1
> O=C(CSc1ccccc1)NCc1ccccn1
→ 1.2	-0.3	-0.1	-0.9	3	0.0	5	-5	0.1	1	1
> O=C(COC(=O)c1cccnc1Nc1ccccc1F)NC1CC1
→ 2.1	-0.5	-1.3	-1.4	-1	1.8	6	0	-0.6	6	-4
> COCCCn1c(SCC(=O)Nc2ccc3c(c2)OCCO3)nnc1-c1ccoc1C
→ -5.3	-1.4	0.3	-1.9	3	-3.6	-1	-2	-2.5	-3	0
> NC(=O)c1ccccc1NC(=O)NC1CCCCC1
→ 2.8	-0.5	1.0	-0.5	4	-4.3	-2	5	0.5	-3	2
> CSCC(O)Cn1[nH]c(=O)c2cc(Cl)c(Cl)cc2c1=O (centres undefined)
→ 0.0	0.5	2.8	0.0	1	-1.7	13	6	0.4	-3	4
> COc1ccc(NS(=O)(=O)c2cc(NC(=O)c3ccc(Cl)cc3)ccc2N2CCOCC2)cc1
→ -1.3	-2.7	-3.1	-0.9	2	-4.0	-17	1	-3.2	6	-4
> CN1CCCCc2c1[nH]c1ccccc1c2=O
→ -0.3	-0.4	0.0	-1.3	-1	-0.3	-54	3	0.9	-3	0
> O=C(/C=C/c1ccc(Cl)cc1)N1CCN(Cc2ccccc2)CC1
→ 2.1	-0.8	-1.6	-1.1	-4	1.4	9	5	-0.3	0	6
> COCCOC(=O)C1=C(C)Nc2nc(C)nn2C1c1ccc(F)cc1 (centres undefined)
→ -1.6&1.3	-0.3&-1.7	0.7&1.5	-1.6&-1.3	3&-2	-0.3&-2.2	-8&-2	0&-7	-0.3&-0.6	-2&-3	3&1
> Cc1cccc(C)c1NC(=O)CNC(=O)CCNC(=O)c1ccco1
→ -0.8	-1.1	-0.1	-0.9	10	1.4	-15	-1	-0.1	0	1
> Cc1cc([N+](=O)[O-])nn1CC(=O)Nc1c(C)n(C)n(-c2ccccc2)c1=O
→ 0.7	5.4	0.6	-1.9	1	0.4	1	5	0.7	2	-3
> CC(C)(C)OC(=O)NCCc1nnc(SCc2ccc(Cl)cc2Cl)o1
→ -0.8	-1.3	-1.2	-2.1	-16	-0.5	10	-3	-1.0	-5	0
> O=C(O)c1ccc(NS(=O)(=O)c2ccc(Cl)c(C(=O)Nc3ccccc3)c2)cc1
→ -0.6	-2.0	-0.5	-1.0	-1	1.3	-1	5	0.2	0	2
> COC(=O)Cc1c(C)nc2nc(-c3ccc(Cl)cc3)[nH]n2c1=O
→ -0.9	-0.3	2.0	-0.6	15	-0.7	6	-2	0.1	-5	0
> O=C(CC1SC(=Nc2ccccc2)N(CCc2ccccn2)C1=O)Nc1ccc(F)cc1 (centres undefined)
→ 1.7	6.2*	-1.5	-1.1	-23	-0.2	7	-3	-0.9	-2	-3
> COc1ccc(-n2c(Cc3cc(=O)[nH]c(=O)[nH]3)nnc2SCC(=O)N2CCCC2)cc1
→ 3.0	2.1	2.5	-0.9	6	0.4	-35	6	0.2	4	-2
> N#Cc1c2c(c(Nc3ccc(O)cc3)n3c1nc1ccccc13)CCC2
→ -1.8	-2.2	-1.6	-1.2	-3	-0.8	-16	34	-1.5	37	-2
> CNC(=O)C1CCN(C(=O)c2ccc(-c3ccccc3)cc2)CC1
→ -3.0	-0.2	0.8	-1.6	8	-0.3	1	-3	0.3	8	1
> COc1cc(CNc2ccc(CNc3ncn[nH]3)cc2)cc(Cl)c1OCc1ccccc1
→ 9.2	0.5	-0.5	-1.0	2	4.7	5	5	-0.4	-5	-1
> CSCC[C@H](NC(=O)OC(C)(C)C)C(=O)NCC1CCC(C(=O)N[C@@H](Cc2ccccc2)C(=O)O)CC1 (some centres undefined)
→ -1.0	-0.6	0.9	-0.8	3	-0.3	-9	5	0.1	-1	1
> N#C/C(=C\c1cccc([N+](=O)[O-])c1)c1nnc2n1CCCCC2
→ 3.0	-1.5	-0.5	-2.0	5	0.9	-1	6	-0.8	5	-1
> CCC(C)C(=O)Nc1ncc2c(n1)CC(c1cccs1)CC2=O (centres undefined)
→ -2.8	-1.4	1.2	-0.9	0	0.1	-21	0	-1.3	1	-4
> COc1ccccc1-n1cc(-c2ccccc2)c2c(=S)nc[nH]c21
→ -0.8	0.0	-0.1	-1.6	11	5.9	8	-6	0.2	-1	8.4*
> CC1CCN(CC(=O)Nc2ccc3c(c2)OCO3)CC1
→ 4.3	0.5	0.9	-0.2	2	1.3	-14	-3	2.2	2	0
> Cc1ccc(/C=N/NC(=O)CNC(=O)COc2ccccc2)cc1
→ 0.4	-0.2	-0.5	-0.9	6	0.3	5	4	0.3	-2	3
> Clc1cccc(C2=NOC(c3nnc(-c4ccccc4)o3)C2)c1 (centres undefined)
→ 0.3	-2.1	-0.4	-1.1	4	2.9	7	2	-0.6	0	0
> CCOC(=O)CSc1nc2cc(C(=O)OC)ccc2c(=O)n1CCN1CCOCC1
→ 2.5	-0.7	-0.7	-1.2	6	2.7	-19	13	-0.5	7	1
> CSc1nc2[nH]ncc2c(=O)[nH]1
→ -1.3	-0.8	-1.9	-0.4	-1	2.1	1	4	0.3	-1	-1
> CCCCNc1nc(Cl)nc(Nc2ccc(C)cc2)n1
→ 1.8	-0.3	·	-1.1	2	4.1	1	9	0.2	9	7
> CC(Sc1nc(N)cc(=O)[nH]1)C(=O)Nc1sc2c(c1C#N)CCCC2 (centres undefined)
→ -5.2	-3.3	-1.9	-2.5	-8	-1.1	1	-4	-2.0	-5	-6
> Oc1cccc(/C=N/N=C/c2cccc(O)c2O)c1O
→ 0.6	1.3	-1.1	-0.5	0	8.9*	3	-7	0.5	4	12*
> c1ccc(CNc2nc3ccccc3[nH]2)cc1
→ 5.2	1.4	0.6	-1.1	-1	4.7	9	-3	1.7	-5	4
> Cc1cc(C)n(C(=O)c2ccc([N+](=O)[O-])cc2N)n1
→ 1.5	1.0	-0.2	0.1	1	0.0	7	2	-0.4	-1	3
> CC(C)(C)N1C(=O)c2ccccc2NC(=O)C1C(=O)NCc1ccco1 (centres undefined)
→ -4.7	-0.1	·	-0.8	5	·	-19	5	2.1	4	3
> CC(=O)N1CCc2cc(S(=O)(=O)CCC(=O)NCCc3ccccc3)ccc21
→ -0.3	-0.4	-0.4	-1.1	2	-1.9	3	1	-0.5	9	-2
> CN1OC[C@@H]2CN(C(=O)C(C)(C)C)[C@H](c3cccc(-c4ccccc4)c3)C[C@@H]21
→ 5.4	0.7	1.1	-1.3	5	-0.9	-3	2	-0.3	-2	4
> COc1ccccc1CN1C(=O)[C@@H]2Cc3c([nH]c4ccccc34)C(C)(C)N2C1=O
→ -3.8	-2.6	-0.3	-1.5	-19	-0.8	1	5	-0.7	5	-1
